TRHR ag: qHTS for Small Molecule Agonists and Allosteric Enhancers of Human TRH Receptor: Primary Screen for Agonists. TRHR cells, calcium flux fluo-8, FDSS agonist mode. activation, % at 2 µM. Thyrotropin-releasing hormone receptor (Homo sapiens), P34981. 360,000 compounds, 0.18% hits; in the data active = activation above about 30%; also: 0% is about no effect
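Steps: seed TRHR cells overnight; add fluo-8 no-wash Ca dye, RT 30 min–1.5 h; record 10 s baseline; pin-transfer compounds; monitor fluorescence 1 cycle/s for the agonist window. Calcium increases flag candidate agonists.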
USP1-UAF1 inh: Inhibitors of USP1/UAF1: Primary Screen | 390,000 compounds, 0.23% hits | recombinant USP1/UAF1, Ub-Rhodamine cleavage fluorescence | Potency, µM (highest dose often 57.1 µM), inactives show at the top dose activity change, negative = inhibition, actives largely listed as inhibitors; also: potency is read from the fitted curve at half-maximal effect; % is scaled to controls: 0 for no effect and ±100 for the full control effect; nearly all actives have a fitted effect of over 60% in size; inactives centre near -12
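1 nM enzyme complex + cpd, 15 min RT; start with Ub-Rho 150nM final; kinetic fluorescence ex 480/em 540, 6 reads q60 s. Buffer 50mM HEPES pH 7.8, 0.5mM EDTA, 0.1 mg/ml BSA, 1mM TCEP, 0.01% Tween-20.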
TrxR1 inh: qHTS Assay for Inhibitors of Mammalian Selenoprotein Thioredoxin Reductase 1 (TrxR1): qHTS | recombinant rTrxR1, NADPH fluorescence consumption, selenite substrate | 390,000 compounds, 1% hits | Thioredoxin reductase 1, cytoplasmic (Rattus norvegicus), O89049 | Potency, µM (top dose mostly 114 µM), inactives show at the highest dose activity change, negative = inhibition, hits mostly inhibitors | AID 588453, 2011; also: potency is read from the fitted curve at half-maximal effect; % is scaled to controls: 0 for no effect and ±100 for the full control effect; nearly all actives have a fitted effect of over 65% in size
Target sequence (O89049 whole entry, looked up): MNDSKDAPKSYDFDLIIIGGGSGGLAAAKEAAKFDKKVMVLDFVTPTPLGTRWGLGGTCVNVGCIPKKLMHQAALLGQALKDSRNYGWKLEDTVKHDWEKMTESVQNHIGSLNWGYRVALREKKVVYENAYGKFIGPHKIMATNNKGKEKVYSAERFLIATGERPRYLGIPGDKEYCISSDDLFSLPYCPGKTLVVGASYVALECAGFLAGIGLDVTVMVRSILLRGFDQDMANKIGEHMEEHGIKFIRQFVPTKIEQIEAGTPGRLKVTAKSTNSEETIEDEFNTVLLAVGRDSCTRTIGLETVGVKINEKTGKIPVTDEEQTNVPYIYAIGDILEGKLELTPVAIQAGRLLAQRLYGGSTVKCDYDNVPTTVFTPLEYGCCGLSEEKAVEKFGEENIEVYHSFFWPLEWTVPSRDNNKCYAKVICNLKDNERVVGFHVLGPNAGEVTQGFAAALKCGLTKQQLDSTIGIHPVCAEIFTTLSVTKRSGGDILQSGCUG
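Rat TrxR1 (90 nM in the dispensed reagent) was pre-reduced with 400 uM NADPH for 5 min at room temperature, then incubated with compound for 15 min. After 400 uM selenite was added, NADPH fluorescence (Ex 340/Em 450 nm) was followed for 8 min.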
PI4K2A block: qHTS for small molecular inhibitors of PI4K2A; activity change, negative = inhibition, % at 76.9 µM; AID 1346378, 2018; Phosphatidylinositol 4-kinase type 2-alpha (Homo sapiens), Q9BTU6; purified PI4K2A, ADP-Glo luminescence, 1 h; stronger effect = lower value; 420,000 compounds, 0.13% hits; in the data active = activity change below about -50%; inconclusive = mostly about -30% to -49%;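 also: -100% = wells without enzyme as full effect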
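In this quantitative HTS, ADP production by PI4K2A was quantified luminescently after 1 h at ambient temperature; 100 microM adenosine served as plate-quality control.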
TrxR1 substrate: qHTS Assay for Substrates of Mammalian Selenoprotein Thioredoxin Reductase 1 (TrxR1): qHTS. purified TrxR1 substrate turnover, NADPH consumption readout. Potency, µM (top dose mostly 114 µM), without a hit: at the highest dose activity change, negative = substrate turnover. AID 588456, 2011. 390,000 compounds, 0.01% hits. Thioredoxin reductase 1, cytoplasmic (Rattus norvegicus), O89049; also: potency is read from the fitted curve at half-maximal effect; % is scaled to controls: 0 for no effect and ±100 for the full control effect; nearly all actives have a fitted effect of over 50% in size
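Rat TrxR1, dispensed at 90 nM, was prereduced with 400 uM NADPH (final) for 5 min at ~22 deg C, then incubated with compound 15 min before 400 uM selenite. A first-read NADPH fluorescence drop versus no-compound background flagged substrates.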
IDH1 R132H inh: qHTS for Inhibitors of mutant isocitrate dehydrogenase 1 (IDH1): qHTS. AID 602179, 2012. Isocitrate dehydrogenase [NADP] cytoplasmic (Homo sapiens), O75874. IDH1-R132H enzyme, NADPH consumption, diaphorase/resazurin fluorescence. 390,000 compounds, 0.093% hits. Potency, µM (doses to about 76.6 µM), inactives show at the highest dose activity change, negative = inhibition, actives largely listed as inhibitors; also: potency is read from the fitted curve at half-maximal effect; % is scaled to controls: 0 for no effect and ±100 for the full control effect; nearly all actives have a fitted effect of over 65% in size
Target sequence (O75874 whole entry R132H, stated change not applied): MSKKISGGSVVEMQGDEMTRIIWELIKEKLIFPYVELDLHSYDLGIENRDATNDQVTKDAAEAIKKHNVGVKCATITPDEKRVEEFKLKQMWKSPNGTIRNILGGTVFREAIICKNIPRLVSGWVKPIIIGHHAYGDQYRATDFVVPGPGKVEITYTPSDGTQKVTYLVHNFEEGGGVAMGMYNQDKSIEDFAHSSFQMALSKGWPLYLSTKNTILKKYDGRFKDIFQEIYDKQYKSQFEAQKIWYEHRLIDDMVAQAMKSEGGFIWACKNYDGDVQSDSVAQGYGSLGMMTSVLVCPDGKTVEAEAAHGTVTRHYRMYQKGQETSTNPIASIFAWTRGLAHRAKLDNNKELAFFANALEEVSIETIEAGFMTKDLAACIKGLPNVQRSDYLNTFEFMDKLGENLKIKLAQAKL
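IDH1-R132H (0.5 ug/mL dispensed) in pH 7.5 Tris buffer was preincubated 30 min with compound, then given a substrate mix of 0.016 mM NADPH and 2 mM alpha-KG for 80 min at room temperature; remaining NADPH was read by diaphorase/resazurin fluorescence.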
D2 agonist: HTS Assay for Allosteric Agonists of the Human D2 Dopamine Receptor: Primary Screen for Agonists. D(2) dopamine receptor (Homo sapiens), P14416. HEK293 T-REx D2 cells, calcium flux agonist mode. activation, % at 2 µM. 340,000 compounds, 0.53% hits;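 active = activation over 3 SD above normal in the single-dose calcium agonist read, cut at about 30% in these data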; also: 0% is about no effect
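In this primary screen, compounds producing a positive calcium signal within 180 s of addition to tetracycline-induced, force-coupled HEK293 Trex D2 cells are flagged; cells are dye-loaded with a no-wash calcium kit beforehand.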
D2 antagonist: HTS Assay for Allosteric Antagonists of the Human D2 Dopamine Receptor: Primary Screen for Antagonists | HEK293 TREx D2 cells, calcium flux, dopamine EC80 | inhibition, % at 10 µM | 340,000 compounds, 2% hits | D(2) dopamine receptor (Homo sapiens), P14416; in the data active = inhibition above about 30%; also: 0% is about no effect
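Antagonism is scored as inhibition of an EC80 dopamine-evoked calcium signal in a force-coupled, tetracycline-inducible HEK293 T-REx D2 line, with compound present 180 s before agonist.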
TRHR enhancer: qHTS for Small Molecule Agonists and Allosteric Enhancers of Human TRH Receptor: Primary Screen for Enhancers. Thyrotropin-releasing hormone receptor (Homo sapiens), P34981. 360,000 compounds, 0.66% hits. enhancement, % at 2 µM. AID 493056, 2011. TRHR cells, fluo-8 calcium fluorescence, EC20 TRH enhancement; in the data active = enhancement above about 30%; also: 0% is about no effect
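TRHR-expressing cells loaded with fluo-8 calcium dye were read kinetically (ex 480/em 530) during compound addition, then stimulated with an EC20 of TRH (10 nM final). Enhancement of the Gq-mediated intracellular calcium response was scored.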
* marks the source's active call; other numbers are inactive results; ? = inconclusive; . = no result given; [ ] = dose if it differs, or a comment. Unless noted, calls follow the shape of the dose curve; as a rule, active = well fitted inhibition curve with a large enough effect; inconclusive = small, poorly fitted or top-dose-only effect; inactive = no such curve, though single readings can be large or run the other way.

SMILES	TRHR ag	USP1-UAF1 inh	TrxR1 inh	PI4K2A block	TrxR1 substrate	IDH1 R132H inh	D2 agonist	D2 antagonist	TRHR enhancer
O=C(Nc1ccc(F)c(Cl)c1)C1CC(=O)N(Cc2ccco2)C1 (centres undefined)	0.0	-9%	-8%	6	-8%	4%	0.2	6	5
CCCS(=O)(=O)N1CCN=C1SCc1cccnc1	-0.4	-11%	12%	2	-5%	1%	0.8	-8	5
O=C(O)c1ccc(S(=O)(=O)NC2CCCCC2)cc1	0.9	-1%	-26%[57.1 µM]	9	-9%[57.1 µM]	-8%	1.4	8	6
COc1ccccc1NS(=O)(=O)c1cc(NC(=O)c2sc3cc(Cl)ccc3c2Cl)ccc1C	0.0	-8%	13%	-4	4%	-1%	1.5	-25	-2
CSc1ccccc1NC(=O)c1cc(-c2cccnc2)nc2ccc(Br)cc12	-0.6	-20%	8%[57.1 µM]	6	-3%	0%	-0.1	-15	-5
Cc1ccc(-c2nn(C)c(=O)c3ccccc23)cc1CN1CCCCC1	0.2	-23%	16%	2	6%	-7%	-0.2	3	-1
CCN(CC)c1cc(-c2ccccc2)ncn1	0.0	-3%	-8%[57.1 µM]	-1	-2%[57.1 µM]	9%	1.1	-3	7
CCOC(=O)c1sc(NC(=O)COc2ccccc2Cl)c(C(=O)OCC)c1C	-1.1	-7%	2%	2	1%	.	-0.4	.	-1
COc1ccc(N(CC(=O)N2CCOCC2)S(C)(=O)=O)cc1OC	0.2	-19%	28%	-5	7%	-10%	-0.3	0	5
COc1ccccc1NC(=O)c1cc2c(=O)n(C)c3ccccc3c2n1C	0.4	-16%	-15%	1	3%	-7%	1.3	-17	-2
COc1ccc(C(=O)Nc2ccccc2C(=O)NCCN2CCOCC2)cc1	-1.3	-13%	-9%	-3	9%	5%	-2.7	21	-4
CCOC(=O)C1=C(C)n2c(s/c(=C/c3cccc([N+](=O)[O-])c3)c2=O)=NC1c1ccc(O)c(OC)c1 (centres undefined)	3.4	-10%	7%	3	-4%	-7%	1.6	3	3
C=CCNC(=O)c1cc(Cl)ccc1[N+](=O)[O-]	0.8	-6%	-7%	-3	-9%	7%	0.8	-3	-1
C#CCN1C=CC(=O)[C@@H](OC(=O)Nc2ccc(OC)cc2)[C@H]1c1ccccc1Br	.	-15%	20%	1	-3%	-3%[38.3 µM]	.	.	.
Cc1cc(C)c(C#N)c(Nc2ccccc2C)n1	-0.1	-14%	19%	4	1%	-8%	0.7	6	0
COc1ccc(NC(=O)c2cc3n(n2)C(C(F)(F)F)CC(c2ccco2)N3)cc1 (centres undefined)	-0.7	-18%	-21%	6	-1%	1%	1.6	0	1
COC(=O)[C@@]12CCCN1[C@H](c1ccc(-c3ccccc3)cc1)[C@@H]1C(=O)N(C)C(=O)[C@@H]12	0.0	?	0%[57.1 µM]	-1	-2%[57.1 µM]	-1%	-0.4	5	0
CCOC(=O)C1=C(C)NC(C)=C(C(=O)OCC)C1C(=O)OCC(=O)NC(C)c1ccccc1 (centres undefined)	-0.2	-17%	7%[57.1 µM]	-3	4%[57.1 µM]	-1%	.	.	21
Cc1cc(=O)n2[nH]c(C(=O)O)nc2n1	0.7	1%	-1%	2	-5%	11%	0.5	8	14
C#CCOC(=O)Nc1ccc(OCC(F)(F)F)nc1	0.2	-17%	6%[57.1 µM]	-3	5%[57.1 µM]	3%	0.3	16	-11
CC1=NN(C(=O)c2ccco2)C(O)(c2ccccc2)C1 (centres undefined)	0.3	-21%	-19%	0	-9%	2%	0.3	-5	7
Cc1ccn(C(CC(=O)c2ccc(Br)cc2)C(=O)O)n1 (centres undefined)	0.0	-7%	?	-1	-1%	-1%	1.1	-16	2
CCN(CC)C(=O)[C@H]1C[C@H](CC(=O)NCCCOC)C(=O)N2CCc3c([nH]c4cc(-c5ccco5)ccc34)[C@]12C	.	?	-9%	2	75%[activator]	4%	.	.	.
COc1ccccc1-c1c(C(F)(F)F)oc2cc(OS(C)(=O)=O)ccc2c1=O	0.8	-4%	-10%	2	-13%	3%	0.9	2	-4
C=CCSc1nnc(CNS(=O)(=O)c2ccc(C)cc2)n1C	-0.1	-11%	29%	2	1%	-6%	-0.2	-5	4

The final five compounds of the part before come first, to join the parts.
SMILES	TRHR ag	USP1-UAF1 inh	TrxR1 inh	PI4K2A block	TrxR1 substrate	IDH1 R132H inh	D2 agonist	D2 antagonist	TRHR enhancer
CC1=NN(C(=O)c2ccco2)C(O)(c2ccccc2)C1 (centres undefined)	0.3	-21%	-19%	0	-9%	2%	0.3	-5	7
Cc1ccn(C(CC(=O)c2ccc(Br)cc2)C(=O)O)n1 (centres undefined)	0.0	-7%	?	-1	-1%	-1%	1.1	-16	2
CCN(CC)C(=O)[C@H]1C[C@H](CC(=O)NCCCOC)C(=O)N2CCc3c([nH]c4cc(-c5ccco5)ccc34)[C@]12C	.	?	-9%	2	75%[activator]	4%	.	.	.
COc1ccccc1-c1c(C(F)(F)F)oc2cc(OS(C)(=O)=O)ccc2c1=O	0.8	-4%	-10%	2	-13%	3%	0.9	2	-4
C=CCSc1nnc(CNS(=O)(=O)c2ccc(C)cc2)n1C	-0.1	-11%	29%	2	1%	-6%	-0.2	-5	4
O=C1/C(=C/c2ccc(O)cc2)COc2ccccc21	0.7	-10%	-33%	?	-4%	3%	-0.3	9	-2
OCCN(CCO)c1cc2c3ccccc3ccc2c2ccccc12	.	?	18%[57.1 µM]	-3	38%[activator][57.1 µM]	0%	.	.	.
CCc1ccc(C(=O)c2cn(CC(=O)Nc3ccc4c(c3)OCO4)c3ccc(Cl)cc3c2=O)cc1	-0.2	-23%	15%	-1	3%	0%	0.8	.	3
Cc1ccc(C)c(N2CCN(C(c3ccc(N(C)C)cc3)c3nnnn3C(C)(C)C)CC2)c1 (centres undefined)	0.7	0%	-33%[57.1 µM]	-2	-4%	1%	0.7	5	-2
Cc1noc(NS(=O)(=O)c2ccc(NC(=O)CSc3n[nH]c(-c4ccccc4)n3)cc2)c1C	-0.7	-21%	4%	-3	1%	4%	-0.1	-7	-9
Cc1ccc(C)c(OC(=O)c2cccnc2Cl)c1C	-2.2	1%	10%	1	-6%	0%	-1.6	-2	1
COc1cccc(C(=O)Oc2ccc(/C=N/NC(=O)c3ccncc3)cc2OC)c1	0.3	-6%	11%	0	-1%	9%	0.3	23	-5
O=C(NC1CCCC1)C(c1ccccc1F)N(C(=O)c1csnn1)C1CC1 (centres undefined)	0.1	?	18%	6	2%	5%	0.0	-12	5
CCN(C(=O)CSc1nnc(C)n1Cc1ccccc1)C1CCS(=O)(=O)C1 (centres undefined)	2.7	-12%	17%[57.1 µM]	-3	-23%[57.1 µM]	8%	0.2	-6	-2
COc1ccccc1NC(=O)C(C)OC(=O)CC1CCCCC1 (centres undefined)	-0.5	-11%	6%	-5	-7%	13%	-1.2	6	-3
COc1ccc(C(c2nnnn2C2CCCC2)N2CCC(C)CC2)c(OC)c1 (centres undefined)	-2.0	-11%	2%[57.1 µM]	-6	2%[57.1 µM]	5%	.	.	-7
CC(=O)Nc1ccc(N2C(=O)CCC2=O)cc1C	0.2	-13%	2%	0	3%	10%	0.4	2	-5
S=C(NCC1CCCO1)Nc1ccc(Cl)c(Cl)c1 (centres undefined)	0.5	-15%	-11%	5	-5%	6%	-0.5	-3	-1
C=C1C(C(=O)N2CCN(C)CC2)C1C(=O)N1CCN(C)CC1 (centres undefined)	-0.1	0%	8%	6	7%	6%	0.2	-7	4
CCOc1ccc(N2CC(C(=O)Nc3ccccc3N3CCCC3)CC2=O)cc1 (centres undefined)	-2.2	0%	5%	0	0%	-6%	0.7	-5	-7
C/C(=N\NC(=O)CCC(=O)Nc1ccc(C)c(C)c1)C1CC1	-0.7	-18%	40%[activator]	-5	5%	7%	-0.7	13	12
COc1cccc(N2CCN(C(=O)Cn3ncc4c3-c3ccccc3OC4)CC2)c1	-0.2	-22%	8%	1	-3%	-10%	-0.6	.	1
CCCCCn1c(CN2CCN(c3cccc(Cl)c3)CC2)nc2c1c(=O)n(C)c(=O)n2C	-0.5	?	19%	-2	6%	6%	0.4	5	4
COc1ccc(-c2nn(-c3ccccc3)cc2C(=O)N(C)CC(=O)Nc2ccc(N3CCOCC3)cc2)cc1	-0.1	-18%	20%	0	5%	2%	0.0	2	-5
CC1CN(C(=O)C2CCCCC2)C(C)CN1C(=O)C1CCCCC1 (centres undefined)	-0.1	-14%	16%	1	5%	6%	-0.6	-13	-1
Cc1ccccc1Cn1ccc(-c2ccc(Cl)cc2)c(C#N)c1=O	-0.9	-8%	22%	0	41%[activator]	11%	-0.4	-2	0
COc1cccc(CN2C(=O)c3ccccc3Sc3ccc(C(=O)OCc4ccco4)cc32)c1	0.9	?	24%[57.1 µM]	-10	3%[57.1 µM]	-7%	1.4	.	5
CCCCn1c(C23CC4CC(CC(C4)C2)C3)n[nH]c1=S	-0.4	-5%	16%[57.1 µM]	-2	8%[2.29 µM]	-5%	0.8	-3	2

Source: PubChem BioAssay
